Tb MetRS inh = blocks T. brucei methionyl-tRNA synthetase activity; 360,000 compounds, 0.4% hits; purified T. brucei MetRS, ATP depletion, Kinase-Glo luminescence; inhibition, % at 11.9 µM;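 active = inhibition above a per-plate cutoff of the control wells' mean inhibition plus 3 SD, cut at about 5.5% in these data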;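 also: 0% = DMSO wells median and 100% = median of wells with control inhibitor compound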
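Material: T. brucei methionyl-tRNA synthetase, purified; reagent: substrates ATP, L-methionine and bulk Escherichia coli tRNA; dosing: 11.9 µM single point; timing: 15 min plus 2 h at 25 °C; detection: luminescence of leftover ATP; evaluation: % inhibition; control set: DMSO-only wells as low control; replicates: singlicate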
FAS-TE inh = blocks the thioesterase domain of human fatty acid synthase | 360,000 compounds, 0.67% hits | P49327 | inhibition, % at 15 µM | recombinant FAS-TE, OMFH fluorogenic substrate, fluorescence endpoint;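 active = compounds whose normalised, plate-corrected inhibition of enzyme fluorescence in the single-dose primary screen is 50% or more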;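 also: 0% = DMSO with enzyme and 100% = substrate without enzyme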
Target sequence (P49327 whole entry, looked up, the tested form may be a part): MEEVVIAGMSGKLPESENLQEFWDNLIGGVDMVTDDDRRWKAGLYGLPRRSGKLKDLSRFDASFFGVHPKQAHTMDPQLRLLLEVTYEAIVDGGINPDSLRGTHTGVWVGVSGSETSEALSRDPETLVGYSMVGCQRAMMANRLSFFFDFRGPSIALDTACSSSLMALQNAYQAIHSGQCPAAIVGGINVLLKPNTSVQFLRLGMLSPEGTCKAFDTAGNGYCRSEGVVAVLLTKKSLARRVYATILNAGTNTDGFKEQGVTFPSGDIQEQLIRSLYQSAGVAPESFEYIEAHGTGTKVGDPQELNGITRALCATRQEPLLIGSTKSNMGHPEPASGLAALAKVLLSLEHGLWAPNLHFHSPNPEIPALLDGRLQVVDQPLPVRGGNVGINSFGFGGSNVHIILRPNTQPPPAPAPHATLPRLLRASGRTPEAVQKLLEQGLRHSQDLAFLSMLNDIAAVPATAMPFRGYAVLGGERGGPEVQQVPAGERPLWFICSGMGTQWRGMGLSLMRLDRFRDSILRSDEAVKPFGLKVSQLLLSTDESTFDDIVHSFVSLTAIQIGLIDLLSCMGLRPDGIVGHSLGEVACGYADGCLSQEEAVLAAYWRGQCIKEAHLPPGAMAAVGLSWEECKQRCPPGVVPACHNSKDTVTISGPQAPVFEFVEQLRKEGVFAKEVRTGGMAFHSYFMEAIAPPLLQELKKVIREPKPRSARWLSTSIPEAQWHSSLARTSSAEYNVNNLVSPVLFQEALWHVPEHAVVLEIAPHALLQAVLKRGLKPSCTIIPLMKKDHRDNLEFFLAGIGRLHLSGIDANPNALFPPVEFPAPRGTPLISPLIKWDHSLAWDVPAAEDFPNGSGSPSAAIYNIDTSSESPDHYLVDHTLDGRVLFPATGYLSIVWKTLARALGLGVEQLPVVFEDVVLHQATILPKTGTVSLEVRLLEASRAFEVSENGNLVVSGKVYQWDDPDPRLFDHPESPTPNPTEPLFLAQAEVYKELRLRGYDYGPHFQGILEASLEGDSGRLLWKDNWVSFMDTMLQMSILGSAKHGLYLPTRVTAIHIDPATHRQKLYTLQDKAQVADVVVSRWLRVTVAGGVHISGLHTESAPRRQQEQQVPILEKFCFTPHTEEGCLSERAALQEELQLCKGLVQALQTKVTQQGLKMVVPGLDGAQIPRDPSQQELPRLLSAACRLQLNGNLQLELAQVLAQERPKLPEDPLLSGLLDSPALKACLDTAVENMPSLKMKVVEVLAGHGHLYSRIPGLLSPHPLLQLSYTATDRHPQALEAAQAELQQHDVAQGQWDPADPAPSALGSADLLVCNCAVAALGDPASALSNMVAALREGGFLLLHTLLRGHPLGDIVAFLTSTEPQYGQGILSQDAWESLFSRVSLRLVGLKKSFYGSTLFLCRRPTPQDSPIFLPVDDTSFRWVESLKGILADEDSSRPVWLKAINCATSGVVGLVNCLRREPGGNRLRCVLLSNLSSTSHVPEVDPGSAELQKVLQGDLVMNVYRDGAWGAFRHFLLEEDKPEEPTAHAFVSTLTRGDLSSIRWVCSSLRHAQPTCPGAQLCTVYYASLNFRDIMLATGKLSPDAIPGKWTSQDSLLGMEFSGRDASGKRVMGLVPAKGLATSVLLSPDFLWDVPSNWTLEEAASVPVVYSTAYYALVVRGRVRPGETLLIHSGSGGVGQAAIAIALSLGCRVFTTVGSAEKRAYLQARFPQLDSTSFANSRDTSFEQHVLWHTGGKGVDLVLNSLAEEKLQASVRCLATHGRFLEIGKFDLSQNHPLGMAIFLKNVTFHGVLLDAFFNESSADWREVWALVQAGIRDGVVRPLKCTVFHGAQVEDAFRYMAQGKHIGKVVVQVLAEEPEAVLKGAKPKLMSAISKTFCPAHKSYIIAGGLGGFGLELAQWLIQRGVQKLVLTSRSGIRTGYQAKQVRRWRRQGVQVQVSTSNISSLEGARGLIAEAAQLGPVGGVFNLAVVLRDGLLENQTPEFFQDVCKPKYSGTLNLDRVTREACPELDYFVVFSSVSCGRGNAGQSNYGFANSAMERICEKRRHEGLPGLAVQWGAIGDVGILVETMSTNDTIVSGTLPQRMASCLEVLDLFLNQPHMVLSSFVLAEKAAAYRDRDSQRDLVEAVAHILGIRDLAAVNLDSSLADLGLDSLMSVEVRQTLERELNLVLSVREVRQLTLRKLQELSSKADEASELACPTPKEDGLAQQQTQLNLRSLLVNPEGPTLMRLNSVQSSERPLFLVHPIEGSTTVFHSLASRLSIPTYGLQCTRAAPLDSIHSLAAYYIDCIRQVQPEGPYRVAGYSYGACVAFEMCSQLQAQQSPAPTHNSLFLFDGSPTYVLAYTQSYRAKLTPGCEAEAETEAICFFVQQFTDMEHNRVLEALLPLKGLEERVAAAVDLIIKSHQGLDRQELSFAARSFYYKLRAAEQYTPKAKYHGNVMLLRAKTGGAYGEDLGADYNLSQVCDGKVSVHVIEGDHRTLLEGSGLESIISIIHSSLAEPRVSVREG
CendR NRP1 mod = modulators of CendR peptide binding to human neuropilin-1. 360,000 compounds, 0.85% hits. O14786. inhibition, % at 25 µM. AID 602438. FAM-RPARPAR peptide binding to NRP-1, fluorescence polarization;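 active = inhibition or corrected inhibition above about 18%, plus a signal ratio from 0.5 to 1.5, limit read from the data, passing the limit was not always enough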; also: strong numbers were not always called active
eLon inh = inhibits E. coli Lon protease; P0A9M0; purified E. coli Lon protease, fluorescence polarization; inhibition, % at 7.94 µM; 360,000 compounds, 0.42% hits; AID 602123; in the data active = inhibition above about 13%, passing the limit was not always enough;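 also: 0% = enzyme with probe and DMSO and 100% = no enzyme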
MT1-MMP act inh = blocks activation of human MT1-MMP; HT1080 RFP-PRO-GFP cells, GFP/RFP ratio fluorescence, overnight; percent of plate control window, DMSO zero; GFP/RFP ratio change, % at 20 µM; 360,000 compounds, 0.061% hits;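 active = GFP/RFP ratio change of at least 30% with cell ATP level not reduced by more than half and red fluorescence within 50% of control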; also: strong numbers were not always called active
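Material – HT1080 RFP-PRO-GFP cells · Control set – DMSO wells and RFP-L50D-GFP cells · Incubation – overnight cell settling, then overnight compound exposure, 37 °C, 5% CO2 · Compound dosing – single-point 20 µM compound, 1% DMSO · Read-out – GFP/RFP fluorescence ratio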
MLLE-PAM2 inh = blocks PAM2 peptide binding to the PABP1 MLLE domain; inhibition, % at 20 µM; 360,000 compounds, 0.36% hits; P11940; GST-MLLE / FITC-PAM2 fluorescence polarization; AID 588489; in the data active = inhibition above about 35%, passing the limit was not always enough;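 also: plate controls were DMSO wells with GST-MLLE for no effect and wells lacking GST-MLLE protein for full effect; some results filed as inactive read as strong as hits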
SKN-1 block = blocks SKN-1 activity in C. elegans | C. elegans VP596 Pgst-4::GFP/RFP ratio, acrylamide-induced, 24 h | inhibition, % at 21.8 µM | 360,000 compounds, 0.49% hits;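 active = interference check ratio from 0.5 to 1.5 plus GFP to RFP signal ratio inhibition reaching or exceeding a fixed threshold, cut at about 30% in these data, passing the limit was not always enough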; also: some compounds called inactive have numbers as strong as hits
MsrA inh = inhibitors of bovine MsrA; purified bovine MsrA, absorbance read-out; inhibition, % at 15.5 µM; 360,000 compounds, 0.75% hits; in the data active = inhibition above about 4.5%;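 also: 0% = vehicle wells with enzyme and 100% = reference inhibitor wells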
bovine MsrA act = activates bovine MsrA enzyme; purified bovine MsrA, absorbance read-out; activation, % at 10.6 µM; 360,000 compounds, 0.3% hits; AID 602163; in the data active = activation above about 7.5%;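 also: 0% = vehicle and 100% = reference activator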
An asterisk follows results filed as active; nt = no result given.

SMILES	Tb MetRS inh	FAS-TE inh	CendR NRP1 mod	eLon inh	MT1-MMP act inh	MLLE-PAM2 inh	SKN-1 block	MsrA inh	bovine MsrA act
COc1ccccc1NC(=O)NNC(=O)c1cc2ccccc2cc1O	-0.2	8	-12	5	-5	-9	-2	1.4	-2
CCOC(=O)c1ccc2ncc(C(=O)OCC)c(NCCN3CCOCC3)c2c1	-0.1	0	5	-2	-2	2	4	1.6	-3
CCCCc1c(O)nc(SCC(=O)NC(C)(C)C)n(-c2ccccc2C)c1=O	-0.9	-15	3	-3	6	32	6	2.1	-12
Cc1ccc(NC(=O)c2sccc2C)nc1	-0.5	-6	4	-5	2	-6	5	-0.3	-3
COc1c(Cl)cc(Cl)cc1CNc1ccc(S(N)(=O)=O)cc1	16*	4	0	-3	0	4	2	1.3	-4
COc1ccccc1N(C)C(=O)c1cc(S(=O)(=O)N2CCCC2)cn1C	0.6	-5	4	2	-2	7	-1	-0.5	-2
CCOc1ccc(NC(=O)c2ccc(N3CC4CC(C3)c3cccc(=O)n3C4)c(N)c2)cc1 (centres undefined)	-0.1	-3	16	-4	2	1	21	0.3	4
O=C(Cc1ccccc1)NCC(=O)OCc1ccccc1F	-0.6	-2	16	0	-1	7	-17	0.0	-3
COCC(=O)OCC(=O)c1cc(C)n(-c2ccc(Br)cc2)c1C	0.2	-5	6	0	1	7	-2	-0.7	-2
O=C(Nc1ccc(F)cc1)OCCOc1ccc(Br)cc1	-0.1	20	-4	-7	4	-1	16	-0.3	-2
Clc1nc(Nc2ccc(N3CCOCC3)cc2)c2ccccc2n1	0.2	2	7	2	0	-1	18	1.7	-3
Cc1ccc(NC(=O)CN2CCN(c3ccccn3)CC2)cc1S(=O)(=O)N(C)C	-0.7	2	10	4	1	-10	-6	1.7	-15
O=C(CSc1nc(-c2ccco2)cc(C(F)(F)F)n1)NCCCN1CCOCC1	0.1	2	1	7	1	8	0	3.6	-9
O=C(NCc1nc2ccccc2[nH]1)C1=C[C@@H](c2csc3ccccc23)C[C@@H](OCCCCO)O1	72*	5	-8	-12	0	-4	-18	-1.2	-2
CC1=C(C(=O)NCc2ccccc2)C(c2ccccc2OCC(N)=O)NC(=O)N1 (centres undefined)	-0.4	-10	-2	-7	2	6	3	-0.3	-2
CSc1sc(-c2n[nH]c(=S)n2C)c2c1C=CCC2	0.1	-7	5	-7	-1	-84	-9	-0.2	-2
CC(=O)Nc1ccc(CN2CCC(CO)(CCOc3ccccc3)CC2)cc1	-0.5	-3	4	4	5	1	7	0.5	0
CC(NC(=O)C12CC3CC(CC(O)(C3)C1)C2)c1ccccc1 (centres undefined)	0.7	-2	-18	-7	1	3	-6	-0.3	-3
O=C(Nc1ccccc1C(=O)N1CCOCC1)c1cccc(S(=O)(=O)N2CCCC2)c1	-0.8	-4	11	-7	2	4	5	-1.0	-1
CCCCN1CC[C@@H]2C=CC[C@H](C(=O)OC)[C@@H]2C1=O	-1.6	-13	3	-6	4	-1	7	-0.5	-2
COc1ccc(S(=O)(=O)Nc2cc3c4c(c2)CC(=O)N4CCC3)cc1C	-0.3	-6	10	0	-2	-4	3	1.3	-4
CCOc1cc(/C=N/NC(=O)C(=O)NCc2cccnc2)ccc1O	-0.8	-6	-9	-2	-5	-7	-8	5.7*	-8
CCOc1ccc(CCNC(=O)CSc2cc(=O)n(CC)c3ccccc23)cc1OCC	-0.1	-7	-1	-13	2	-2	-7	1.1	1
O=C(NCCn1ccc2ccccc21)C1CCCCC1	-0.5	-6	0	-12	3	-16	9	-0.5	-2
N#CC1(NC(=O)CSc2nnc(C3CC3)n2C2CC2)CCCCC1	-0.2	-9	-2	5	2	-5	1	-0.9	-1

Fetched by compound from the entries so far, four records:
SMILES	Tb MetRS inh	FAS-TE inh	CendR NRP1 mod	eLon inh	MT1-MMP act inh	MLLE-PAM2 inh	SKN-1 block	MsrA inh	bovine MsrA act
O=C(NCc1nc2ccccc2[nH]1)C1=C[C@@H](c2csc3ccccc23)C[C@@H](OCCCCO)O1	72*	5	-8	-12	0	-4	-18	-1.2	-2
CCOc1ccc(NC(=O)c2ccc(N3CC4CC(C3)c3cccc(=O)n3C4)c(N)c2)cc1 (centres undefined)	-0.1	-3	16	-4	2	1	21	0.3	4
O=C(Nc1ccccc1C(=O)N1CCOCC1)c1cccc(S(=O)(=O)N2CCCC2)c1	-0.8	-4	11	-7	2	4	5	-1.0	-1
Cc1ccc(NC(=O)CN2CCN(c3ccccn3)CC2)cc1S(=O)(=O)N(C)C	-0.7	2	10	4	1	-10	-6	1.7	-15

Next part
SMILES	Tb MetRS inh	FAS-TE inh	CendR NRP1 mod	eLon inh	MT1-MMP act inh	MLLE-PAM2 inh	SKN-1 block	MsrA inh	bovine MsrA act
CN(C)/C=C(\C=N\OCc1ccc(Cl)cc1Cl)C(=O)Nc1ccc(Cl)c(Cl)c1	66*	37	-1	6	-2	-16	-3	-0.7	-2
COc1cccc(NC(=O)N(C)C[C@@H]2OCc3cnnn3CCCC(=O)N([C@H](C)CO)C[C@@H]2C)c1	-1.4	-10	1	-6	-1	1	-2	2.4	-4
CC(=O)c1sc(NC(=O)c2cc3c(C)nn(-c4ccccc4)c3s2)nc1C	-0.5	-7	-10	-2	0	-9	-21	-0.3	-10
C[C@H](NC(=O)[C@@H]1Cc2ccccc2CN1)C(=O)NC1CCCCC1	-0.2	-2	3	15	0	-6	4	-0.2	1
O=C(Nc1cccc(S(=O)(=O)NCc2ccco2)c1)c1cc(-c2ccc(F)cc2)nc2ccccc12	0.3	8	-7	6	-5	-5	16	1.9	-1
CCOC(=O)c1c(NC(=O)C2c3ccccc3Oc3ccccc32)sc(C(=O)N(CC)CC)c1C	-1.5	31	1	-5	-22	11	30	nt	-2
COc1ccc(NC(=S)N(Cc2cccnc2)Cc2cc3cc(OC)c(OC)cc3[nH]c2=O)cc1	0.0	4	9	-1	4	-123	-14	2.6	-1
Cc1ccc(NC(=O)c2cccs2)cc1NC(=O)c1ccc(F)cc1	-1.1	1	-10	-11	-2	4	-15	1.3	-1
CCN(CC)S(=O)(=O)c1ccc2oc(Nc3ccc(OC)cc3OC)nc2c1	-0.3	23	0	6	3	-123	10	0.0	-1
COc1ccc(C(=O)NCCCCCCNC(=O)c2ccc(OC)cc2)cc1	0.0	-5	-1	5	-4	1	-7	0.4	-1
COc1cccc(N2CC(NS(=O)(=O)c3cccnc3)CC2=O)c1 (centres undefined)	-0.4	-6	3	3	-6	-1	10	-1.3	-2
CCCSc1nnc(CNS(=O)(=O)c2ccc(C)cc2)n1C	-0.7	-2	5	-3	1	-4	13	-0.5	-15
Cc1ccc(S(=O)(=O)N2CCN(CC(=O)Nc3ccccc3C(=O)NC3CC3)CC2)cc1	0.9	6	8	-1	1	7	-1	1.2	-3
O=C(Nn1c(C2CCCCC2)nc2ccccc2c1=O)c1ccc([N+](=O)[O-])cc1	-0.8	42	4	1	-2	5	1	2.3	-14
CCC(=O)c1c(NC(CC)CO)cc(C)oc1=O (centres undefined)	-0.8	-4	0	-7	-4	2	-9	-0.7	-3
O=C(CSc1nnnn1-c1ccc(F)cc1)Nc1ccc(N2CCOCC2)c(Cl)c1	-0.4	-25	-2	-8	0	-2	-19	-0.7	1
Cn1c(CNC(=O)c2ccc(Cl)cc2)nnc1SCC(=O)Nc1sc2c(c1C#N)CCCC2	-0.4	-2	0	-1	0	-3	3	-0.6	-2
CCCCn1c(N)c(N(Cc2ccccc2OC)C(=O)CCSC)c(=O)[nH]c1=O	0.6	-2	11	-12	-3	-25	-13	-0.2	-2
COc1cccc(N(C(=O)CS(=O)CC(=O)Nc2ccc(F)cc2)C(C(=O)NC2CCCCC2)c2cccs2)c1 (centres undefined)	-0.3	-5	-12	-1	2	13	-3	-0.5	-9
CC(=O)c1cccc(NC(=O)N[C@@H](CC(C)C)C(=O)O)c1	-1.0	-5	-8	-10	7	9	1	3.2	-3
C/C(=N/NS(=O)(=O)c1cccc([N+](=O)[O-])c1)c1c[nH]c2ccccc12	-0.3	4	-2	6	-1	-3	-6	-0.6	-3
COc1ccc2cc(C3=CC(=O)C[C@H](c4ccc5c(c4)OCO5)C3)ccc2c1	0.0	25	2	2	0	-1	1	0.3	-2
NC(=O)c1ccccc1N=Cc1ccccn1	-1.5	-8	-1	-18	-1	1	-15	0.1	-12
COc1ccc(CCNC(=O)C(=O)NN=C2CCCCCCC2)cc1OC	2.5	-7	1	-5	-1	1	-1	1.4	-2
Cc1cc(C(=O)O)c2ccccc2n1	-0.3	-4	2	-10	-1	-12	-4	-1.0	-1

The listing continues.
SMILES	Tb MetRS inh	FAS-TE inh	CendR NRP1 mod	eLon inh	MT1-MMP act inh	MLLE-PAM2 inh	SKN-1 block	MsrA inh	bovine MsrA act
CCOc1cc(/C=C2\SC(=S)N(NS(=O)(=O)c3ccc(C)cc3)C2=O)ccc1O	5.8*	-2	-237	-90	11	-93	6	1.8	-5
CCn1cc(C(=O)OCC(=O)c2cc(C)n(-c3ccc(OC(F)F)cc3)c2C)c(=O)c2ccc(C)nc21	-0.3	16	-12	-2	2	10	2	-0.7	-1
O=C(N/N=C/c1ccc2c(c1)OCO2)c1cc(-c2ccco2)nc2ccccc12	0.2	6	-24	-5	-6	3	15	2.5	-2
CCc1noc(C)c1C(=O)OC(C)C(=O)Nc1ccc(Cl)cn1 (centres undefined)	-0.2	6	7	4	-2	19	-11	-0.1	-2
CCOc1ccccc1NC(=O)C(OC(=O)c1ccc(CC)cc1)c1ccccc1 (centres undefined)	-0.2	27	-7	-4	3	-8	-3	2.5	0
Cc1ccccc1NC(=O)CSc1nnc(CNC(=O)c2ccco2)n1C	0.4	-6	-1	-4	-3	-4	3	-0.7	-2
Nc1cccc2c1C(=O)N(CCOc1ccccc1F)C2=O	-0.1	-1	11	15	-4	29	10	0.4	-2
O=C(CCNC(=O)c1ccc([N+](=O)[O-])cc1)Nc1ccc(N2CCOCC2)cc1N1CCOCC1	-0.7	9	-9	-3	-2	0	5	3.5	-2
Cc1ccc(-c2nc3ccc(Cl)cc3n2OC(C)C(=O)O)cc1 (centres undefined)	0.0	-5	10	0	3	-5	1	1.9	-2
O=C(O)CCSc1nnc(SCC(=O)NCC(F)(F)F)s1	-0.2	-9	-5	10	-7	-21	14	0.7	-1
Cc1ccnc(NC(=O)Nc2ccc(Br)cc2Cl)c1	-0.5	4	16	-4	-1	7	3	2.0	-2
CCc1nnc(NC(=O)c2ccc(-c3ccccc3Cl)o2)s1	-0.1	-7	1	4	8	-9	-11	1.8	1
C=CCN1C(=O)C(=O)N(CC(=O)NCC(=O)Nc2ccc(F)c(F)c2F)C1=O	-0.5	-9	-2	-4	2	-36	-2	-0.1	-5
O=C1C(=O)N(CCS(=O)(=O)c2ccccc2)c2ccc(Cl)cc21	0.2	-4	-2	9	-11	3	5	0.9	2
NC(N)=NC1=NC(=O)C(Cc2ccccc2Cl)S1 (centres undefined)	-0.3	-4	6	2	0	-2	8	0.6	0
COc1ccc(Cl)cc1NC(=O)CSc1ncnc2c1oc1ccccc12	-1.1	2	3	-5	1	-2	-1	-0.2	-8
COc1ccc2[nH]c(O)c(N=NC(=O)Cc3cccs3)c2c1	-0.1	-14	-7	-5	6	-3	-3	0.6	-9
CN(C(=O)c1ccc(NC(=O)C2CCCN(C(=O)OC(C)(C)C)C2)cc1)C1CCC1 (centres undefined)	-0.4	-9	16	9	7	8	-10	0.7	-2
CCOc1ccc(NC(=O)C2C(C(=O)O)C3(Cl)C(Cl)=C(Cl)C2(Cl)C3(Cl)Cl)cc1 (centres undefined)	-0.3	15	-10	1	-3	-12	4	0.1	-2

Source: PubChem
